Screening results deposited in PubChem BioAssay by several laboratories.
Mcl1 Noxa PPI: Mcl-1/Noxa interaction inhibition | inhibition, % at 21.7 µM | Q07820 | 220,000 tested, 1.5% active | TR-FRET Mcl-1/Noxa peptide binding, 2 h;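 active = compounds that cut the protein-peptide binding signal by more than 50% relative to plate controls in a single-dose test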;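 note: His-tagged Mcl-1 with rhodamine Noxa BH3 peptide and terbium anti-His antibody; 0% = Mcl-1 plus Noxa peptide wells and 100% = peptide-only wells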
Bim-Bcl-2: inhibitors of Bim-Bcl-2 interaction, human. Bead-based flow cytometry, Bim peptide-Bcl-2 binding. inhibition, % at 10 µM. 190,000 tested, 0.06% active. AID 950; in the data active = inhibition above about 40%; inconclusive = no clear call, values can overlap the other calls;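 note: 0% = no compound wells with probe peptide and 100% = reference peptide inhibitor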
RGS8-Gao: modulates binding of RGS8 to human Galphao; P09471; response (percent of control binding), % at 10 µM; multiplexed bead flow cytometry; actives lie on both sides; AID 1423; 220,000 tested, 0.34% active; in the data active = response below about 60% or above about 140%; inactive = in between;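 note: Galphao activated as the GDP aluminium fluoride complex binding bead-coupled RGS8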
Target sequence (P09471 whole entry, looked up): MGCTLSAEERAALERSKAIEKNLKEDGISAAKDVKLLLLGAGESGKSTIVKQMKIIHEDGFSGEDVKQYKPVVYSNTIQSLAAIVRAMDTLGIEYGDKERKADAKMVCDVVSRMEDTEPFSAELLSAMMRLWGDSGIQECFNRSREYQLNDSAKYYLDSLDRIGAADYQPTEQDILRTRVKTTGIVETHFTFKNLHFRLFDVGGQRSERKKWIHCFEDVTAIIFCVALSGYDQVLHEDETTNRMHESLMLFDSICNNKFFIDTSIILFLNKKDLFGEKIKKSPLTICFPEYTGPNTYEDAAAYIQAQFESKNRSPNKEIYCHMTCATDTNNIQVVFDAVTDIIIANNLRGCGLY
RGS7-Gao reg: modulates binding of RGS7 to human Galphao; P09471; Multiplexed bead flow cytometry; actives lie on both sides; AID 1439; binding response (% of control), % at 10 µM; 220,000 tested, 0.35% active; in the data active = binding response below about 49% or above about 150%; inconclusive = no clear call, values can overlap the other calls; inactive = in between;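 note: fluorescent Galphao held in activated GDP-AlF4 state binding bead-coupled RGS7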
Bcl-XL Bim block: disrupts Bim peptide binding to human Bcl-XL. bead flow cytometry, fluorescence. AID 1007. 190,000 tested, 0.04% active. Q07817. inhibition, % at 10 µM
Target sequence (Q07817 whole entry, looked up): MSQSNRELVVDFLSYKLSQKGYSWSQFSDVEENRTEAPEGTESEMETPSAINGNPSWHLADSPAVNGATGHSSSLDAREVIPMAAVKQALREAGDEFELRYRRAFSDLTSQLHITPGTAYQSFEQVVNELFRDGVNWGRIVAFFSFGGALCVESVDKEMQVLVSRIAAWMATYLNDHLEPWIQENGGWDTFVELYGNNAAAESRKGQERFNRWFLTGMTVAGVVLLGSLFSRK
Bim-Mcl-1: disrupts Bim peptide binding to human Mcl-1. Bead-based flow cytometry, Bim peptide-Mcl-1 binding. inhibition, % at 10 µM. 190,000 tested, 0.1% active;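 note: 0% = no compound tracer wells and 100% = peptide blocker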
Bim-Bcl-W: human Bim-Bcl-W interaction inhibition | Q92843 | bead-based flow cytometry, Bim peptide-Bcl-W binding | inhibition, % at 10 µM | 190,000 tested, 0.02% active;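 note: 0% = bound tracer without compound and 100% = peptide blocker; higher means less fluorescent Bim peptide bound to Bcl-W beads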
Target sequence (Q92843 whole entry, looked up): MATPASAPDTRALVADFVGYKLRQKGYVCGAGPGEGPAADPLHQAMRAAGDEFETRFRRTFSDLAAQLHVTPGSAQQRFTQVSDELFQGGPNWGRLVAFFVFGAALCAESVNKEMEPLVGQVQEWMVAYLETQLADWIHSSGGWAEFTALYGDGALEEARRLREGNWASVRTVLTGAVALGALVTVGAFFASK
RGS4-Gao reg: human RGS4-Galphao interaction regulation; P09471; Multiplexed bead flow cytometry, RGS4-Galphao binding; actives lie on both sides; 220,000 tested, 0.33% active; binding response (% of control), % at 10 µM; in the data active = binding response below about 49% or above about 150%; inactive = in between;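 note: fluorescent Galphao activated with aluminum fluoride binding bead-coupled RGS4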
Mcl1 Bid PPI: disrupts binding of human Mcl-1 to Bid peptide; Q07820; inhibition, % at 21.7 µM; AID 1021; 220,000 tested, 0.97% active; TR-FRET Mcl-1/Bid-Dy647 peptide binding, 1536-well;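 active = compounds that cut the binding signal by more than half at the single screening dose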;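 note: His-tagged Mcl-1 with europium anti-His antibody binding Bid BH3 peptide; 0% = Mcl-1 plus peptide wells and 100% = peptide-only wells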
Bim-Bcl-B: disrupts Bim peptide binding to human Bcl-B. 190,000 tested, 0.073% active. Q9HD36. inhibition, % at 10 µM. bead-based flow cytometry;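 note: 0% = tracer peptide without compound and 100% = reference inhibitor peptide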
Target sequence (Q9HD36 whole entry, looked up): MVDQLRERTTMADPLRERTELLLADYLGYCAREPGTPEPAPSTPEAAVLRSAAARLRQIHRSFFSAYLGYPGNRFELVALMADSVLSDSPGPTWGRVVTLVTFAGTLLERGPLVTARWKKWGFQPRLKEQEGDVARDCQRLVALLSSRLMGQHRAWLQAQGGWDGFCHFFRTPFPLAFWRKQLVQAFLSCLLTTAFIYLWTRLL
Bfl-1 Bim block: human Bim-Bfl-1 interaction inhibition; Q16548; Bead-based flow cytometry, Bim-Bfl-1 binding inhibition; inhibition, % at 10 µM; 190,000 tested, 0.12% active; AID 1008;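 note: 0% = wells without compound plus tracer and 100% = blocker peptide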
Starred values were filed as active, the others as inactive; ? = inconclusive; . = no result given. Cut-off read from the data, not from the text of the source, unless noted: active = inhibition above about 40%.

Each structure is followed by: Mcl1 Noxa PPI | Bim-Bcl-2 | RGS8-Gao | RGS7-Gao reg | Bcl-XL Bim block | Bim-Mcl-1 | Bim-Bcl-W | RGS4-Gao reg | Mcl1 Bid PPI | Bim-Bcl-B | Bfl-1 Bim block
1	COc1cccc(-n2c(SCC(=O)c3c[nH]c4ccccc34)nc3ccccc3c2=O)c1
→ 12 | ? | 104 | 105 | . | . | . | 104 | -17 | . | .
2	C=CCC(C=C)S(=O)(=O)c1ccc(C)cc1 (centres undefined)
→ -12 | -12 | 95 | 100 | -8 | -4 | 0 | 97 | 3 | -10 | -13
3	NCC12CC3CC(C1)CC(c1ccc(Cl)cc1)(C3)C2
→ 0 | 0 | 96 | 92 | 0 | 1 | 0 | 96 | -17 | -4 | -7
4	CC(=O)c1c(C)[nH]c(C(=O)NCCC2=CCCCC2)c1C
→ 10 | -6 | 101 | 101 | 2 | -1 | 2 | 98 | -48 | -7 | -9
5	COc1ccccc1NC(=S)NCc1ccccn1
→ 24 | -2 | 97 | 93 | -8 | -4 | -4 | 96 | -36 | -8 | -9
6	CC(C)(C)NC(=O)C(=O)NCc1ccccn1
→ -5 | -6 | 101 | 97 | -3 | 1 | -4 | 102 | -25 | -6 | -8
7	CCOC(=O)c1ccc(NC(=O)CSc2nnc(COc3ccccc3)n2C)cc1
→ -30 | -8 | 100 | 98 | 0 | 0 | 0 | 100 | 5 | -6 | -10
8	COc1ccc(C2(C)NC(=O)N(CC(=O)NCCC3=CCCCC3)C2=O)cc1OC (centres undefined)
→ 6 | -2 | 106 | 106 | 0 | -1 | -2 | 109 | 84* | -5 | -8
9	COc1cc(/C=N/NC(=O)CCN2CCCCC2)ccc1O
→ 13 | -1 | 99 | 101 | -2 | 0 | -4 | 101 | -22 | -4 | 0
10	CN(c1ccccc1)S(=O)(=O)c1ccc(Cl)c(C(=O)Nc2ccc(N3CCOCC3)cc2)c1
→ 5 | -1 | 99 | 99 | 0 | -1 | 0 | 101 | -47 | 1 | -4
11	COc1ccc(CC(=O)OCC(=O)Nc2cccc(Br)c2)cc1
→ -3 | -3 | 104 | 102 | -6 | -2 | -2 | 105 | 10 | -9 | -14
12	Cn1nnc(NC(=O)c2cccc([N+](=O)[O-])c2)n1
→ 6 | . | 99 | ? | . | . | . | 98 | -15 | . | .
13	O=C(N1CCOCC1)N(CCN1CCOCC1)Cc1cccc2ccccc12
→ 9 | -6 | 93 | 77 | 2 | -1 | 2 | 82 | -13 | -9 | -10
14	O=C(CSc1nnc(-c2ccco2)c(-c2ccco2)n1)c1ccccc1
→ 96* | 1 | 94 | 94 | 0 | 1 | 0 | 96 | 40 | -4 | 7
15	O=C(COC(=O)COc1cccc(Br)c1)Nc1c(Cl)cccc1Cl
→ 1 | 2 | 104 | 103 | 0 | -1 | 0 | 106 | -19 | 0 | 0
16	CCCc1ccc(C(=O)[C@@H]2[C@@H](C(C)=O)N3c4ccc(F)cc4C=C[C@@H]3[C@@]23C(=O)Nc2ccccc23)cc1
→ 7 | . | 94 | ? | . | . | . | 94 | -34 | . | .
17	Cc1nn(C(=O)c2ccco2)c(C)c1Br
→ 20 | -7 | 99 | 97 | -5 | -2 | 0 | 99 | -12 | -8 | -15
18	CCN(c1ccccc1)S(=O)(=O)c1ccc(NC(=S)NC(=O)c2ccc(Br)o2)cc1
→ -3 | -4 | 96 | 99 | -2 | -2 | -5 | 99 | -32 | 0 | -1
19	CC(C)NC(=O)COc1ccc(/C=N/NS(=O)(=O)c2ccccc2)cc1
→ 4 | -1 | 99 | 100 | -4 | 0 | -3 | 100 | -32 | -2 | -2
20	CCN1CCN(c2nc(Nc3ccc(OC)cc3)nc(N)c2[N+](=O)[O-])CC1
→ 26 | . | 101 | ? | . | . | . | 109 | -20 | . | .

Single entries from the entries so far:
Result of `CCN1CCN(c2nc(Nc3ccc(OC)cc3)nc(N)c2[N+](=O)[O-])CC1` in Mcl1 Bid PPI: -20
Result of `C=CCC(C=C)S(=O)(=O)c1ccc(C)cc1` (centres undefined) in Bcl-XL Bim block: -8

Additional entries:
Each structure is followed by: Mcl1 Noxa PPI | Bim-Bcl-2 | RGS8-Gao | RGS7-Gao reg | Bcl-XL Bim block | Bim-Mcl-1 | Bim-Bcl-W | RGS4-Gao reg | Mcl1 Bid PPI | Bim-Bcl-B | Bfl-1 Bim block
21	Cc1ccc(C2(CCNCc3ccco3)CCOC(C(C)C)C2)cc1 (centres undefined)
→ 10 | . | 104 | ? | . | . | . | 100 | -11 | . | .
22	COc1ccccc1C(=O)Nc1onc(C)c1C#N
→ 11 | -3 | 95 | 96 | -1 | 0 | -2 | 95 | -19 | -5 | -4
23	CCC(CC)C(=O)NCCc1ccc(F)cc1
→ 6 | -1 | 101 | 99 | 0 | -1 | -3 | 97 | -4 | -4 | -3
24	C#CCOCCOCCOCCNc1nc(N2CCN(C(=O)[C@H]([C@@H](C)O)n3cc(CCCCN)nn3)CC2)nc(N2CCN(C(=O)[C@H](Cc3ccc(O)cc3)n3cc(CCO)nn3)CC2)n1
→ 21 | -2 | 95 | 101 | -1 | 0 | -1 | 98 | 4 | -3 | 3
25	Cc1ccc(NCc2nnc(SCC(=O)NCc3ccco3)n2CC2CCCO2)cc1Cl (centres undefined)
→ 16 | -7 | 98 | 93 | -19 | -3 | -4 | 85 | -19 | -9 | -11
26	Cc1c(NC(=O)COc2ncnc3c(Cl)cc(Cl)cc23)c(=O)n(-c2ccccc2)n1C
→ -7 | -9 | 101 | 109 | 4 | 2 | 0 | 107 | -18 | -2 | -7
27	CCOC(=O)NC(=O)CSc1nc(C)cc(C)c1C#N
→ 3 | -7 | 95 | 97 | -9 | -6 | -10 | 94 | -9 | -5 | -10
28	O=C(Nc1ccc(Cl)cc1)c1cnc(-c2ccccc2)nc1-c1ccccc1
→ -1 | -2 | 100 | 101 | 1 | -1 | -3 | 102 | -61 | -1 | 0
29	CC1(C)C(=O)OC(C(=O)c2ccc(C(C)(C)C)cc2)C(C)(C)C1=O (centres undefined)
→ 13 | -10 | 100 | 97 | -5 | -1 | 2 | 98 | -5 | -6 | -17
30	CCC(C)NC(=O)c1cn(-c2cccc(C)n2)cn1 (centres undefined)
→ -2 | -9 | 101 | 101 | -1 | -1 | 1 | 102 | -3 | -4 | -10
31	O=[N+]([O-])c1cccc2c(Cl)ccnc12
→ 4 | -1 | 101 | 96 | -1 | -6 | -2 | 96 | -4 | -2 | -7
32	COC(=O)c1ccc2c(=O)n3c(nc2c1)SCC(c1ccccc1)=N3
→ 43 | -7 | 98 | 93 | 0 | 2 | 1 | 95 | -1 | -4 | -8
33	CC(C)(C)c1nc2c(Br)cc(Br)cc2c(=O)o1
→ -14 | 2 | 98 | 101 | 0 | 0 | 0 | 97 | 0 | 1 | 0
34	CCOP(=O)(OCC)c1nc(/C=C/c2ccccc2)oc1NCc1ccc(OC)cc1
→ 10 | -8 | 101 | 101 | -10 | -1 | 4 | 100 | 7 | -9 | -10
35	Cc1nnc(NC(=O)C2c3ccccc3Oc3ccccc32)s1
→ 5 | 2 | 99 | 116 | -5 | -2 | 5 | 101 | -7 | -24 | 8
36	Cc1ccc(C)c(N(CC(=O)Nc2cc(Cl)ccc2Oc2ccccc2)S(C)(=O)=O)c1
→ -4 | -4 | 96 | 96 | 0 | 0 | 2 | 96 | -1 | -2 | -10
37	Cc1ccc(NC(=S)NNC(=O)c2ccc(N3CCOCC3)c([N+](=O)[O-])c2)cc1Cl
→ 13 | -2 | 105 | 102 | -6 | -6 | -3 | 98 | -85 | -8 | -3
38	CCCC(C)NC(=O)c1ccc(F)cc1 (centres undefined)
→ -3 | -15 | 103 | 109 | -1 | -1 | 0 | 105 | -12 | -9 | -15
39	COc1ccc(OCC(=O)N2CCN(c3nnc(-c4ccccc4)c4ccccc34)CC2)cc1
→ 26 | -5 | 22* | 15* | 2 | 3 | 0 | 12* | -1 | 0 | -12
40	CN(C)c1ncnc2c1ncn2C1OC(CO)C(O)C1O (centres undefined)
→ 11 | -8 | 99 | 101 | 0 | 1 | 4 | 99 | -8 | -2 | -9
41	CCCCn1c(CNC(=O)c2cccs2)nc2ccccc21
→ -1 | -6 | 99 | 98 | -6 | -1 | 0 | 102 | 2 | -11 | -9
42	O=C(NNS(=O)(=O)c1ccccc1[N+](=O)[O-])c1cccc([N+](=O)[O-])c1
→ 15 | -2 | 103 | 102 | -9 | -5 | -4 | 101 | -51 | -10 | 0
43	C/C(=N\NC(=S)NC(C)C)c1ccc2c(c1)OCCO2
→ 3 | -2 | 93 | 99 | -8 | -4 | -4 | 95 | -15 | -11 | 0
44	N#CCCN1CCN(S(=O)(=O)c2ccc(S(=O)(=O)N3CCOCC3)cc2)CC1
→ 9 | -3 | 101 | 102 | -2 | -1 | 0 | 104 | -21 | -8 | -10
45	O=C(NN1C(=O)CSC1=S)c1cccnc1
→ 35 | . | 100 | ? | . | . | . | 102 | -17 | . | .
46	COc1ccc(-c2nc(SCC(=O)N3CCOCC3)n[nH]2)cc1
→ 0 | -7 | 102 | 100 | -3 | -4 | 2 | 101 | -12 | -10 | -10
47	OC(c1ccccc1)C1CN(Cc2ccccc2)CCC1(O)c1ccccc1 (centres undefined)
→ 17 | -7 | 107 | 110 | -5 | 1 | 2 | 105 | -8 | -3 | -7
48	O=C(CCn1nc(-c2ccc(Cl)cc2)c2ccccc2c1=O)Nc1cccnc1
→ 15 | 0 | 102 | 103 | 0 | 1 | -1 | 101 | 3 | 0 | -2
49	CC(C)(C)c1cc(C(=O)NN)n(Cc2ccc(Cl)cc2Cl)n1
→ -6 | . | 102 | ? | . | . | . | 107 | -24 | . | .
50	CC(C)CCNC(=O)c1onc(CSc2ccc(Cl)cc2)c1C(=O)NCCC(C)C
→ 5 | . | 94 | ? | . | . | . | 91 | -13 | . | .
51	COC(=O)CCC(=O)Nc1cc(S(=O)(=O)Nc2ccc(Cl)cc2)ccc1N1CCOCC1
→ 20 | -2 | 93 | 97 | -8 | -6 | -3 | 99 | -11 | -7 | 1
52	Cc1[nH]n(-c2ccc([N+](=O)[O-])cc2)c(=O)c1C=NCCN1CCN(C(=O)c2ccc(F)cc2)CC1
→ 13 | -5 | 102 | 100 | -7 | -2 | -2 | 104 | 7 | -10 | -15
53	CCc1cc2ccccc2nc1SCC(=O)Nc1cc(C)on1
→ 11 | -7 | 108 | 105 | 5 | -1 | -1 | 106 | -10 | -5 | -9
54	COc1ccc(/C=N/NC(=O)c2cnccn2)c(OC)c1OC
→ 8 | . | 100 | ? | . | . | . | 96 | -11 | . | .
55	COc1ccccc1OCc1ccc(C(=O)N(C)C)o1
→ -10 | 0 | 100 | 95 | -3 | 0 | 0 | 99 | -3 | -3 | 1
56	CCCCCCSC1=C(C#N)C(c2ccccc2)CC(=O)N1 (centres undefined)
→ 4 | -6 | 101 | 99 | -5 | 0 | 0 | 102 | 2 | -6 | -10
57	COc1cccc(C(=O)C2CCCN(Cc3cccc(-n4cccn4)c3)C2)c1 (centres undefined)
→ 1 | . | 100 | ? | . | . | . | 101 | -19 | . | .
58	Cc1cc(C(=O)NCCCN2CCN(C3CCCCC3)CC2)n(-c2ccccc2)n1
→ 11 | -8 | 104 | 104 | -1 | 0 | 0 | 104 | -36 | -8 | -8
59	CC(=O)Nc1cccc(Oc2ncnc3scc(-c4ccc(C)cc4)c23)c1
→ -4 | -14 | 100 | 103 | -8 | -5 | -6 | 100 | 24 | -11 | -12
